Assay outcomes (PubChem)
VLA-4 inh = inhibition in a human VLA-4 binding assay; AID 2557; inhibition, % (about 7 µM as worked out from the volumes in the protocol); VLA-4 expressing cells, ligand binding flow cytometry; actives 0.2% (n = 330,000); in the data active = inhibition above about 50%
GRK2 aptamer HTS = inhibitors of human GRK2 displacing RNA aptamer; P25098; bead flow cytometry, FAM-aptamer displacement from GRK2; inhibition of aptamer binding, % at 10 µM; actives 0.59% (n = 330,000); AID 488847;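 active = inhibition of aptamer binding above 40%, roughly 3 SD of noise, on plates passing a quality check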;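 note: median bead fluorescence of bound FAM aptamer so fluorescent compounds give negative values; no value below 0 was filed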
JMJD2C inh = blocks human GASC-1 demethylase activity. actives 0.069% (n = 330,000). AID 2099. GST-JMJD2C(1-420) H3K9me3 demethylation, DELFIA europium. Q9H3R0. inhibition, % at 2.35 µM;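 active = more than half of a compound's replicate wells show inhibition beyond 50%, single wells judged on their own value; inconclusive = some, but no more than half, of replicates pass 50% inhibition; inactive = no replicate passes 50% inhibition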;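 note: signal counts dimethyl H3K9 product captured on neutravidin plate; 0% = median of DMSO wells and 100% = 0.3 times that DMSO median; strong numbers were not always called active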
Target sequence (Q9H3R0 1-420 limits assumed): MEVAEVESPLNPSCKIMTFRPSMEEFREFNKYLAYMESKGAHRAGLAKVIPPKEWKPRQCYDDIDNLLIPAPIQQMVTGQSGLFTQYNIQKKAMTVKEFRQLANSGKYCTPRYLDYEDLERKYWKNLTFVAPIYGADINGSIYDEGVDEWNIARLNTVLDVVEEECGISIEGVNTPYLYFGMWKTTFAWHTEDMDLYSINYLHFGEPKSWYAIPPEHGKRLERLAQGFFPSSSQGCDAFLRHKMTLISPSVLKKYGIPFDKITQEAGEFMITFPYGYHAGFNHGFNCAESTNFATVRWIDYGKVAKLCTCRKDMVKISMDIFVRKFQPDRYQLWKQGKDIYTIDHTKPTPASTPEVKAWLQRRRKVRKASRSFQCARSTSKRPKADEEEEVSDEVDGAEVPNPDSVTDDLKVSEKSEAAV
Active calls of the source: *; ? = inconclusive.

SMILES	VLA-4 inh	GRK2 aptamer HTS	JMJD2C inh
COc1cc(CNc2ccc3[nH]c(=O)[nH]c3c2)ccc1OCc1c(F)cccc1Cl	-8	1	12
C=CCNC(=O)c1ccc(OC)cc1	7	0	-1
O=c1[nH]cnc2c1cnn2Cc1ccccc1Cl	9	1	3
Cc1c(C(=O)N2CCCC2)oc2ccc(Br)cc12	-22	1	6
CCCCCCCC(=O)N1CCN(c2cc3c(cc2F)c(=O)c(C(=O)O)cn3CC)CC1	-6	0	-9
Cc1cc(N2CCOCC2)n2ncc(-c3ccccc3Cl)c2n1	12	1	-9
O=C(NC1CCCCC1)C1CCC(CNS(=O)(=O)c2ccccc2)CC1 (centres undefined)	16	1	8
COc1ccc(CCC(=O)NNC(=O)Nc2ccc(C(C)C)cc2)cc1	4	3	2
CC(C)c1ccc(/C=C/C(=O)NC(=S)NN2CCOCC2)cc1	10	1	11
O=C(NC(Cc1ccccc1)C(=O)N1CCCCCC1)c1ccccc1 (centres undefined)	-1	3	-16
COc1ccc2oc(=N)c(C(=O)NCc3ccccc3)cc2c1	13	2	2
CC(c1ccccc1)n1c(N2CCNCC2)nc2c1c(=O)[nH]c(=O)n2C (centres undefined)	-6	1	-8
Cc1ccc2c(c1)-n1c(nc3cc(F)ccc3c1=O)C(Cc1ccccc1)NC2=O (centres undefined)	8	2	-7
CCCCc1nnc(NC(=O)CCc2ccccc2)s1	3	1	15
CC(C)c1ccc(NC(=S)N2CCN(C)CC2)cc1	16	0	-6
CC1(C)CC(NC(=O)C2CCCCC2)CC(C)(C)N1	-2	3	-3
O=C(NCC1CC1)Nc1ccccc1	6	2	-6
O/N=C/c1cccc[n+]1CCCCCC[n+]1ccccc1/C=N/O	3	1	-8
C/C(=N/NS(=O)(=O)c1ccc(C)cc1C)c1c[nH]c2ccccc12	-8	0	-1
COc1cccc(N2CC(O)Cn3c2nc2c3c(=O)[nH]c(=O)n2C)c1 (centres undefined)	4	0	-22
N#CC1=C(N)Oc2cc(N)ccc2C1c1ccccc1Cl (centres undefined)	-6	1	5
COC(=O)C1=CN(c2ccc(F)cc2)C=C(C(=O)OC)C1c1cccc(Br)c1	10	0	-7
CCc1ccc(C(O)(CNCc2ccccc2)c2ccccc2)cc1 (centres undefined)	-3	0	-5
O=[N+]([O-])CC(c1ccc(F)cc1)c1c[nH]c2ccccc12 (centres undefined)	6	1	-1
O=[N+]([O-])c1ccc(CSc2nnc(-c3cccnc3)o2)cc1	1	1	6
Cc1ccc2c(c1)C(c1ccccc1)N(C(=O)c1ccc(Br)cc1)CC(=O)N2 (centres undefined)	12	0	2
O=C(N/N=C\c1ccccc1F)c1ccc(-c2ccccc2)cc1	2	1	0
Nc1nc(-c2cc(O)ccc2[N+](=O)[O-])cc(-c2ccccc2)c1[N+](=O)[O-]	-11	0	-2
N#Cc1c(N2CCSCC2)nsc1-c1ccccc1Cl	2	3	3
O=[N+]([O-])c1ccc(S(=O)(=O)N/N=C/c2ccsc2)cc1	3	0	-8
Cc1ccc(NC(=O)N2CCc3ccccc3C2)cc1C	-1	0	-1
CCc1ccc(C(C)NC(=S)NC2CCCCC2)cc1 (centres undefined)	1	1	1
Cc1ccccc1NC(=O)c1ccc2c(c1)CCN2S(C)(=O)=O	1	3	0
COc1ccc(C(CCN(Cc2ccc(OC)c(OC)c2)C(C)=O)C(C)C)cc1 (centres undefined)	26	1	3
C=CCn1cnc2c(oc3ccccc32)c1=O	4	0	-5
COc1ccccc1NC(=O)CCNC(=O)c1ccc(C)cc1	0	0	4
COC(=O)Cn1c2nc3ccccc3nc2c2cccc(C)c21	21	6	-4
COc1cc2c(c(OC)c1OC)-c1ccc(NC(=O)c3ccccc3)c(=O)cc1[C@@H](NC(C)=O)CC2	3	2	0
C/C(=N\NC(=O)c1cc(Br)ccc1O)c1ccccn1	23	1	4
C=CCc1c(C)nc2c(-c3ccccc3)cnn2c1N1CCOCC1	-3	2	-7
CCc1ccc(NC(=O)NC2CCCCCCC2)cc1	17	2	10
COc1ccc(NC(=O)c2ccco2)c2ccccc12	-18	2	-8
Cc1ccccc1C(=O)Nc1ccccc1NC(=O)c1ccccc1C	3	0	-1
COc1cccc(/C=N/n2c(C3CCCCC3)n[nH]c2=S)c1O	9	0	4
COc1ccc(C(=O)Nc2ccnn2C2CCN(CC3CC=CCC3)CC2)cc1 (centres undefined)	7	0	7

Look-ups from the entries so far.
GRK2 aptamer HTS with COC(=O)Cn1c2nc3ccccc3nc2c2cccc(C)c21 stands at 6
VLA-4 inh with Cc1ccccc1C(=O)Nc1ccccc1NC(=O)c1ccccc1C stands at 3
VLA-4 inh with COc1ccccc1NC(=O)CCNC(=O)c1ccc(C)cc1 stands at 0
GRK2 aptamer HTS with COc1ccc(NC(=O)c2ccco2)c2ccccc12 stands at 2
GRK2 aptamer HTS with C=CCc1c(C)nc2c(-c3ccccc3)cnn2c1N1CCOCC1 stands at 2

Three entries from above, ordered by the number in JMJD2C inh, largest number first:
smiles,VLA-4 inh,GRK2 aptamer HTS,JMJD2C inh
COc1ccc(C(=O)Nc2ccnn2C2CCN(CC3CC=CCC3)CC2)cc1 (centres undefined),7,0,7
COc1cccc(/C=N/n2c(C3CCCCC3)n[nH]c2=S)c1O,9,0,4
Cc1ccccc1C(=O)Nc1ccccc1NC(=O)c1ccccc1C,3,0,-1

Later entries.
SMILES	VLA-4 inh	GRK2 aptamer HTS	JMJD2C inh
O=C(O)[C@@H]1CC(O)CN1C(=O)CCc1c[nH]c2ccccc12 (some centres undefined)	22	3	-5
CC(C)c1ccc(NC2CCCN(C(=O)c3cscn3)C2)cc1 (centres undefined)	19	0	2
COCCN(Cc1cn[nH]c1-c1ccc2cc(OC)ccc2c1)C(C)C	8	0	3
COc1ccc(S(=O)(=O)NNC(=O)Nc2ccccc2OC)c(OC)c1	11	2	5
COc1ccc(N2CCN(CCNC(=O)Nc3cc(Cl)ccc3Cl)CC2)cc1	11	1	-1
CCOc1ccc(C2c3[nH]c4ccccc4c3C[C@H]3C(=O)N(C4CCN(Cc5ccccc5)CC4)CC(=O)N23)cc1OC (some centres undefined)	10	0	-7
OC(CNCc1cccnc1)COc1ccc2ccccc2c1 (centres undefined)	14	0	3
CCC(=O)Nc1ccc2c(c1)nc(CCN1CCN(c3ccccn3)CC1)n2C	0	16	3
COc1ccc(NC(=O)C2Cc3ccccc3O/C2=N\O)cc1 (centres undefined)	-2	5	8
COc1cccc(C2CC(=O)Nc3cc(OC)c(OC)cc32)c1 (centres undefined)	4	1	12
CC(C)(C)OC(=O)N1Cc2ccccc2C[C@H]1C(=O)NC1CCCC1	0	0	0
O=c1[nH]c(O)c(/C=C2\C=Nc3ccccc32)[nH]1	-1	2	-1
Cn1cc(Br)c(C(=O)NC2CCCCCC2)n1	-13	4	-6
CC(=O)N/C(=C\c1ccccc1)C(=O)OCc1ccc(F)cc1	-5	5	77
Cc1c(C)c2c(OCC(=O)N[C@@H](CC(C)C)C(=O)O)cc3c(c2oc1=O)CCC(C)(C)O3	18	1	0

Reformatted: entries from further up.
molecule: CC(C)(C)OC(=O)N1Cc2ccccc2C[C@H]1C(=O)NC1CCCC1
  VLA-4 inh = 0
  GRK2 aptamer HTS = 0
  JMJD2C inh = 0

molecule: COc1ccc(S(=O)(=O)NNC(=O)Nc2ccccc2OC)c(OC)c1
  VLA-4 inh = 11
  GRK2 aptamer HTS = 2
  JMJD2C inh = 5

Additional entries:
SMILES	VLA-4 inh	GRK2 aptamer HTS	JMJD2C inh
COc1ccc(S(=O)(=O)NC(C)C(=O)N2CCCC2)cc1C (centres undefined)	2	2	-4
COc1ccc(OCc2ccc(/C=N\NC(=O)c3sccc3C)o2)cc1	7	0	10
O=C(NC1CC1)c1c(O)c2ccccc2[nH]c1=O	3	0	-4
CCCCn1nnnc1NCc1ccc(C)cc1	-1	1	37
CCOc1cccc(CNCc2ccncc2)c1	7	0	7
COc1cc2ccccc2cc1C(=O)Nc1ccc(Br)cn1	5	0	-6
CCOc1ccc(-n2nc3ccc(NC(=O)CC)cc3n2)cc1	4	0	1
Cc1cc(C)cc(C(=O)Nc2cccc(NC(=O)c3ccco3)c2)c1	2	0	-1
COc1cc2cc(C(=O)N3CCN(c4ccccc4OC)CC3)[nH]c2cc1OC	-7	0	-1
CCOc1ccc2[nH]c3c(NCCO)ncnc3c2c1	16	0	5
CC(Nc1c[nH]c(=O)[nH]c1=O)c1ccccc1 (centres undefined)	14	1	?
CC(=O)N/N=C\c1cccc(OC/C=C/c2ccccc2)c1	16	0	-7
COc1ccccc1CCC(=O)Oc1ccccc1C#N	29	0	7
O=S(=O)(Nc1ncccn1)c1ccc(F)cc1	5	3	-1
C/C(=N\NC(=O)c1ccc(C)cc1)c1c(C)[nH]n(-c2ccccc2)c1=O	-5	0	-8
CC1CN(C(=S)Nc2cccc([N+](=O)[O-])c2)CC(C)O1 (centres undefined)	-4	0	8
O=C(O)CN1C(=O)/C(=C\c2cccc(OCc3ccc(F)cc3)c2)SC1=S	7	2	-11
COc1ccc(CCN2CCCC(CN(C)C(=O)c3ccoc3)C2)cc1 (centres undefined)	0	0	9
CC(=O)Nc1ccc(N2C(=O)C3C4C=CC(CC4)C3C2=O)cc1 (centres undefined)	1	2	4
Cc1cccn2c(=O)c(C=C(C#N)C#N)c(N3CCN(c4ccccc4)CC3)nc12	9	2	-6
S=C(Nc1cc(Cl)cc(Cl)c1)N1CCN(c2ccccn2)CC1	8	0	8
Oc1ccc(NCc2ccc(OCc3ccccc3)cc2)cc1	6	2	-7
CCCC1CCC(c2ccc(OCC)cc2)=CC1=O (centres undefined)	4	0	2
Cc1cc2nc(/C=C/c3cccnc3)[nH]c2cc1C	3	2	9
O=C(CNC(=O)c1ccco1)Nc1ccc(OC(F)F)cc1	-8	2	1
COc1cc(CNCCCN2CCOCC2)c(Br)cc1OC(C)C	6	0	9
OCCN1CCN(c2ncnc3scc(-c4ccc(F)cc4)c23)CC1	5	1	8
Cc1cc(F)ccc1NC(=S)NCCc1ccccc1	5	0	6
Cc1ccccc1-c1cc(C(=O)N/N=C/c2cccnc2)c2ccccc2n1	-13	2	17
O=C1C(=Nc2cccc(Cl)c2)CC(c2ccc(Cl)cc2)N1c1cccc(Cl)c1 (centres undefined)	0	2	-2

Record cards, as listed above. Values in the order: VLA-4 inh	GRK2 aptamer HTS	JMJD2C inh
Cc1ccccc1-c1cc(C(=O)N/N=C/c2cccnc2)c2ccccc2n1 is listed as -13	2	17
Cc1cccn2c(=O)c(C=C(C#N)C#N)c(N3CCN(c4ccccc4)CC3)nc12 is listed as 9	2	-6
Cc1cc(F)ccc1NC(=S)NCCc1ccccc1 is listed as 5	0	6

The list continues:
SMILES	VLA-4 inh	GRK2 aptamer HTS	JMJD2C inh
C/C(=N\NC(=O)c1ccn(C)n1)c1ccc(NC(=O)C2CCC2)cc1	14	0	-13
CN1CCN(C2=NCCO2)CC1	1	0	-2
O=[N+]([O-])c1ccc(N2N=C(c3ccccc3)CC2c2ccccc2O)cc1 (centres undefined)	-151	3	-3
Cc1coc2c1c(C)cc1oc(=O)c(CC(=O)NCC(=O)O)c(C)c12	20	0	6
CCOc1ccc(NC(=O)CN(C)C(=O)c2cn(-c3ccccc3)nc2-c2cccs2)cc1OCC	25	1	-15
COc1ccc(C(C2C(=O)CC(C)(C)CC2=O)C2C(=O)CC(C)(C)CC2=O)cc1CO	2	0	4
Cc1ccc(C)c(OCc2cc(C(=O)N3CCN(c4cnccn4)CC3)no2)c1	17	0	12
COc1ccc(/C(O)=C2/C(=O)C(=O)N(c3ccccn3)C2c2ccc(F)cc2)cc1 (centres undefined)	22	0	2
O=C(O)CN1C(=O)/C(=C\c2cccc(OCc3ccc(Cl)cc3Cl)c2)SC1=S	13	4	-23
COc1ccc(NC(=O)c2ccc3[nH]c(C)c(C)c3c2)cc1	1	1	0
O=C(COc1ccc(Cl)cc1Cl)N/N=C/c1ccccn1	-1	3	0
CCOc1ccc(C2c3[nH]c4ccccc4c3C[C@H]3C(=O)N(C4CC4)CC(=O)N23)cc1OC (some centres undefined)	2	0	-3
CCc1csc(CCNC(=O)C2CCC(=O)N(CCc3cccc(F)c3)C2)n1 (centres undefined)	-14	0	-3
CN(C)S(=O)(=O)c1ccc(C(=O)OCC2CCCO2)cc1 (centres undefined)	-1	0	8
c1ccc(Cc2ccc(OCCn3ccnc3)cc2)cc1	0	0	-2
O=C(Nc1ccncc1)Nc1cccc(F)c1	1	0	2
O=C(N/N=C/c1coc2ccc(Cl)cc2c1=O)c1cc(O)cc(O)c1	1	9	-1
COc1ccc(Br)cc1CNC(=O)Cc1cccs1	7	0	-3
CCOc1ccccc1NC(=S)N1CCN(c2ccccc2F)CC1	-3	0	10

An excerpt; rates above refer to the full screens.
